# Assay outcomes (PubChem BioAssay)
# Mtb BioA inh: M. tuberculosis BioA enzyme inhibitors, primary screen, biochemical, plate reader, single point, HTS. AID 602481, 2012. inhibition, % at 9.99 µM. purified M. tuberculosis BioA enzyme. 360,000 compounds, 0.096% hits; in the data active means inhibition above about 40%
# Numbers without * were called inactive. Not all compounds are listed; the hit share may differ from the screen's.
SMILES,Mtb BioA inh
O=C(CCN1CCCCC1)N[C@H]1CC[C@@H](CC(=O)N2CCC(Cc3ccccc3)CC2)O[C@@H]1CO,-0.4
C[C@@H]1CN([C@@H](C)CO)C(=O)c2cc(NS(=O)(=O)c3cccs3)ccc2O[C@@H](C)CCCCO[C@@H]1CN(C)Cc1ccccc1,-0.6
COc1cccc(NC(=O)N2[C@H](CO)[C@H](c3ccccc3)[C@H]2CNC(C)C)c1,3.5
CC(C)C(=O)Nc1ccc2c(c1)C(=O)N(C)[C@@H]1CC[C@@H](CC(=O)NCc3cccc(F)c3)O[C@H]1CO2,-0.6
COc1cccc(S(=O)(=O)N2CCCCN3[C@@H](CO)[C@@H](c4ccc(C5=CCCCC5)cc4)[C@@H]3C2)c1,2.4
COc1ccc(S(=O)(=O)N(C)C[C@@H]2Oc3ccc(NS(=O)(=O)c4cccs4)cc3C(=O)N([C@H](C)CO)C[C@@H]2C)cc1,-0.5
CCCNC(=O)C[C@H]1CC[C@@H]2[C@H](COc3ccc(NC(=O)c4ccc(Cl)cc4)cc3C(=O)N2C)O1,6.4
COc1ccc(S(=O)(=O)Nc2ccc3c(c2)C(=O)N([C@@H](C)CO)C[C@@H](C)[C@@H](CN(C)C(=O)Nc2ccc(C(F)(F)F)cc2)O3)cc1,1.1
C[C@H]1CN([C@@H](C)CO)C(=O)Cc2cc(NS(=O)(=O)c3cccs3)ccc2O[C@H]1CN(C)Cc1ccc(C(F)(F)F)cc1,0.5
O=C(C[C@H]1CC[C@@H]2[C@H](COC[C@H](O)CN2Cc2ccc3c(c2)OCO3)O1)N1CCOCC1,-2.8
CN1c2ccc(Br)cc2[C@H]2[C@H](CCN2S(=O)(=O)c2ccccc2)[C@H]1CO,19
C[C@@H]1CN([C@H](C)CO)C(=O)c2cccc(NS(=O)(=O)c3ccc(Cl)cc3)c2O[C@H]1CN(C)Cc1ccc(Cl)c(Cl)c1,-0.3
C[C@H](CO)N1C[C@H](C)[C@H](CN(C)Cc2ccncc2)Oc2c(NS(=O)(=O)c3cccs3)cccc2C1=O,-0.7
COCC#Cc1ccc([C@@H]2[C@H]3CN(C(=O)CN(C)C)CCCCN3[C@H]2CO)cc1,4.1
COc1ccc(S(=O)(=O)N(C)C[C@H]2Oc3ccc(NC(=O)CCC(F)(F)F)cc3C(=O)N([C@H](C)CO)C[C@H]2C)cc1,1.2
C/C=C/c1ccc2c(c1)O[C@H](CN(C)C(=O)Nc1ccccc1)[C@@H](C)CN([C@H](C)CO)S2(=O)=O,1.9
Cc1ccc(S(=O)(=O)N(C)C[C@@H]2Oc3ccc(NC(=O)Nc4ccccc4)cc3CC(=O)N([C@H](C)CO)C[C@H]2C)cc1,-0.6
CCCNC(=O)C[C@@H]1C[C@@H]2c3cc(N(C)C)ccc3O[C@@H]2[C@H](CO)O1,-1.8
COc1ccc(CNC(=O)N(C)C[C@@H]2OCc3ccccc3-c3c(n(C)c4ccccc34)C(=O)N([C@H](C)CO)C[C@@H]2C)cc1,-1.1
COCC(=O)Nc1ccc2c(c1)C(=O)N(C)C[C@H](OC)[C@H](C)CN(Cc1cccnc1)[C@@H](C)CO2,-1.0
C[C@@H]1CCCCO[C@@H](CN(C)CC2CC2)[C@@H](C)CN([C@H](C)CO)C(=O)c2cc(NC(=O)Nc3ccc(F)cc3)ccc2O1,-1.6
C[C@@H]1CCCCO[C@H](CN(C)S(=O)(=O)c2ccc(Cl)cc2)[C@H](C)CN([C@H](C)CO)C(=O)c2cc(NS(=O)(=O)c3ccc(Cl)cc3)ccc2O1,-2.2
O=C(c1cccc(F)c1)N1CCCCN2[C@@H](CO)[C@H](c3ccc(-c4cccnc4)cc3)[C@@H]2C1,7.2
C[C@@H]1CCCCO[C@H](CN(C)S(=O)(=O)c2cn(C)cn2)[C@H](C)CN([C@@H](C)CO)C(=O)c2cc(NS(=O)(=O)c3ccc(F)cc3)ccc2O1,2.5
Cc1noc(C)c1NC(=O)Nc1ccc2c(c1)CC(=O)N([C@@H](C)CO)C[C@H](C)[C@H](CN(C)C(=O)Nc1ccc3c(c1)OCO3)O2,-4.9

# 12 compounds already listed, sorted by molar mass, highest first.
SMILES,Mtb BioA inh
COc1ccc(S(=O)(=O)Nc2ccc3c(c2)C(=O)N([C@@H](C)CO)C[C@@H](C)[C@@H](CN(C)C(=O)Nc2ccc(C(F)(F)F)cc2)O3)cc1,1.1
C[C@H]1CN([C@@H](C)CO)C(=O)Cc2cc(NS(=O)(=O)c3cccs3)ccc2O[C@H]1CN(C)Cc1ccc(C(F)(F)F)cc1,0.5
COc1ccc(S(=O)(=O)N(C)C[C@@H]2Oc3ccc(NS(=O)(=O)c4cccs4)cc3C(=O)N([C@H](C)CO)C[C@@H]2C)cc1,-0.5
Cc1noc(C)c1NC(=O)Nc1ccc2c(c1)CC(=O)N([C@@H](C)CO)C[C@H](C)[C@H](CN(C)C(=O)Nc1ccc3c(c1)OCO3)O2,-4.9
COc1ccc(S(=O)(=O)N(C)C[C@H]2Oc3ccc(NC(=O)CCC(F)(F)F)cc3C(=O)N([C@H](C)CO)C[C@H]2C)cc1,1.2
C[C@H](CO)N1C[C@H](C)[C@H](CN(C)Cc2ccncc2)Oc2c(NS(=O)(=O)c3cccs3)cccc2C1=O,-0.7
CCCNC(=O)C[C@H]1CC[C@@H]2[C@H](COc3ccc(NC(=O)c4ccc(Cl)cc4)cc3C(=O)N2C)O1,6.4
CC(C)C(=O)Nc1ccc2c(c1)C(=O)N(C)[C@@H]1CC[C@@H](CC(=O)NCc3cccc(F)c3)O[C@H]1CO2,-0.6
COCC(=O)Nc1ccc2c(c1)C(=O)N(C)C[C@H](OC)[C@H](C)CN(Cc1cccnc1)[C@@H](C)CO2,-1.0
O=C(C[C@H]1CC[C@@H]2[C@H](COC[C@H](O)CN2Cc2ccc3c(c2)OCO3)O1)N1CCOCC1,-2.8
CN1c2ccc(Br)cc2[C@H]2[C@H](CCN2S(=O)(=O)c2ccccc2)[C@H]1CO,19
CCCNC(=O)C[C@@H]1C[C@@H]2c3cc(N(C)C)ccc3O[C@@H]2[C@H](CO)O1,-1.8

# Later entries:
SMILES,Mtb BioA inh
CCCNC(=O)N[C@H]1CC[C@H](CCn2cc(C3CC3)nn2)O[C@@H]1CO,3.4
CN1CCN(C(=O)C[C@H]2C=C[C@H](NS(=O)(=O)c3cccc(F)c3)[C@@H](CO)O2)CC1,-0.8
COc1ccc(COC[C@@]23Oc4ccccc4[C@@H](NC(=S)N2C)[C@H]3CO[Si](C)(C)C(C)(C)C)cc1,0.4
Cc1cccc(S(=O)(=O)N2[C@@H]3c4ccc(-c5ccccc5)c(=O)n4C[C@H]2[C@H](CO)[C@H]3C(=O)O)c1,-1.9
CC(C)NC(=O)N(C)C[C@H]1Oc2c(NC(=O)Nc3ccc(C(F)(F)F)cc3)cccc2C(=O)N([C@H](C)CO)C[C@H]1C,0.0
COc1ccc(S(=O)(=O)Nc2ccc3c(c2)C(=O)N([C@@H](C)CO)C[C@@H](C)[C@H](CN(C)Cc2ccc(C(=O)O)cc2)OCCCC[C@H](C)O3)cc1,-1.2
CC(C)NC(=O)N(C)C[C@@H]1OCCCC[C@H](C)Oc2ccc(NC(=O)c3ccccc3)cc2C(=O)N([C@@H](C)CO)C[C@@H]1C,0.6
C[C@H]1CN([C@@H](C)CO)S(=O)(=O)c2ccc(C#Cc3ccncc3)cc2O[C@H]1CN(C)C(=O)C1CCC1,10
CC=Cc1ccc2n(c1=O)C[C@@H]1[C@@H](CO)[C@H](C(=O)Nc3ccc(-c4ccccc4)cc3)N(C)[C@H]21 (mixture of isomers),0.0
Cc1ccc(S(=O)(=O)Nc2ccc3c(c2)C(=O)N([C@@H](C)CO)C[C@H](C)[C@@H](CN(C)C(=O)Cc2ccccc2)OCCCC[C@H](C)O3)cc1,2.6
C[C@H]1CN([C@@H](C)CO)C(=O)c2cccc(NC(=O)Nc3ccccc3)c2O[C@H]1CN(C)S(C)(=O)=O,-4.6
CC(=O)N1[C@H](CO)[C@@H](c2ccccc2)[C@@H]1CN(C(=O)c1ccccc1)C(C)C,-3.8
O=C(CC1CC1)N[C@H]1CC[C@H](CCNS(=O)(=O)c2ccc(Cl)cc2)O[C@@H]1CO,-1.6
O=C(C[C@H]1CC[C@H]2[C@@H](COC[C@H](O)CN2Cc2ccc(Cl)cc2)O1)NCc1cccc(F)c1,0.3
C[C@@H]1CN([C@@H](C)CO)C(=O)c2cc(NS(=O)(=O)c3ccc(F)cc3)ccc2O[C@@H](C)CCCCO[C@@H]1CN(C)Cc1ccccc1,-1.3
C[C@@H]1CN([C@H](C)CO)C(=O)CCCn2nncc2CO[C@@H]1CN(C)C(=O)Nc1ccc(C(F)(F)F)cc1,3.1
Cc1noc(C)c1NC(=O)N(C)C[C@H]1Oc2ncc(C#CCC(C)C)cc2C(=O)N([C@H](C)CO)C[C@@H]1C,-4.5
CC(C)CC#Cc1ccc2c(c1)O[C@H](CN(C)C(=O)C1CCOCC1)[C@H](C)CN([C@@H](C)CO)S2(=O)=O,-2.9
CCC(=O)N1CCCCN2[C@@H](CO)[C@H](c3ccc(/C=C/c4ccccc4)cc3)[C@@H]2C1,1.3
C[C@@H]1CN([C@H](C)CO)C(=O)c2cc(N(C)C)ccc2O[C@@H](C)CCCCO[C@@H]1CN(C)S(=O)(=O)c1ccc(F)cc1,4.5
CN1C(=O)c2cc(NC(=O)c3ccc(Cl)cc3)ccc2OC[C@H]2O[C@@H](CC(=O)NCc3cccc(F)c3)CC[C@@H]21,1.9
COc1ccc(-c2ccc([C@H]3[C@@H](CO)N4CCCCN(C(=O)c5ccc6c(c5)OCO6)C[C@H]34)cc2)cc1,-3.3
C[C@@H]1CN([C@H](C)CO)C(=O)Cc2cc(N(C)C)ccc2O[C@H]1CN(C)C(=O)Nc1ccc2c(c1)OCO2,0.8
CO[C@@H]1CN(C)C(=O)c2cc(NC(=O)c3ccccc3)ccc2OC[C@@H](C)N(C)C[C@H]1C,6.2
CN(C)CC#Cc1ccc([C@H]2[C@@H](CO)N3CCCCN(CC4CCOCC4)C[C@@H]23)cc1,2.3

# New compounds follow:
SMILES,Mtb BioA inh
C[C@@H]1CN([C@@H](C)CO)C(=O)Cc2cc(NS(=O)(=O)c3ccc(Cl)cc3)ccc2O[C@@H]1CN(C)S(=O)(=O)c1cccs1,-2.8
C[C@@H]1CN([C@H](C)CO)S(=O)(=O)c2ccc(-c3ccccc3)cc2O[C@@H]1CN(C)Cc1cccnc1,14
C[C@H](CO)N1C[C@H](C)[C@@H](CN(C)C(=O)c2ccncc2)Oc2ncc(-c3ccncc3)cc2C1=O,1.6
C[C@@H]1CN([C@@H](C)CO)C(=O)c2cc(NC(=O)Nc3cccc4ccccc34)ccc2O[C@@H](C)CCCCO[C@H]1CN(C)C(=O)Nc1cccc2ccccc12,-3.4
CN(C)CC(=O)Nc1ccc2c(c1)[C@@H]1C[C@@H](CC(=O)NCCc3ccccc3)O[C@H](CO)[C@@H]1O2,0.6
N#C[C@@H]1N[C@@H](CO)[C@H]1c1ccc(C#CC2CCCCC2)cc1,1.8
CN1CCN(C(=O)[C@@H]2[C@@H](CO)[C@@H]3Cn4c(cccc4=O)[C@@H]3N2Cc2cc(F)ccc2F)CC1,-2.2
C[C@H]1CN([C@@H](C)CO)C(=O)Cc2cc(NS(=O)(=O)c3cn(C)cn3)ccc2O[C@@H]1CN(C)S(=O)(=O)c1cn(C)cn1,-2.2
CNC[C@@H]1Oc2ccc(NS(=O)(=O)c3cn(C)cn3)cc2C(=O)N([C@H](C)CO)C[C@H]1C,-1.5
C[C@@H]1CCCCO[C@H](CN(C)C(=O)Nc2ccc(F)cc2)[C@H](C)CN([C@@H](C)CO)C(=O)c2cc(NS(=O)(=O)c3ccccc3)ccc2O1,-0.4
Cc1ccc(S(=O)(=O)Nc2ccc3c(c2)CC(=O)N([C@@H](C)CO)C[C@@H](C)[C@H](CN(C)C(=O)NC2CCCCC2)O3)cc1,-0.6
C[C@@H]1CN([C@H](C)CO)C(=O)c2cccc(N(C)C)c2O[C@@H]1CN(C)Cc1ccccc1,-0.9
CN1CCN(C(=O)C[C@@H]2C[C@@H]3c4cc(NS(C)(=O)=O)ccc4O[C@@H]3[C@@H](CO)O2)CC1,-2.0
N#C[C@@H]1[C@H](c2ccc(-c3cccc(F)c3)cc2)[C@H](CO)N1S(=O)(=O)c1cccc(F)c1,-1.1
C[C@@H](NC(=O)[C@H]1N[C@H]2c3ccc(-c4cccnc4)c(=O)n3C[C@H]2[C@@H]1CO)c1ccccc1,4.2
C[C@H]1CN([C@@H](C)CO)C(=O)c2cc(C#CCN(C)C)cnc2O[C@@H]1CN(C)C(=O)CCN1CCCCC1,3.3
Cc1ccccc1NC(=O)Nc1ccc2c(c1)C(=O)N(C)[C@@H]1CC[C@H](CC(=O)O)O[C@@H]1CO2,-2.0
O=C(C[C@H]1CC[C@H]2[C@@H](COC[C@H](O)CN2Cc2ccncc2)O1)NCc1ccccc1Cl,-0.2
C[C@@H]1CCCCO[C@@H](CN(C)C)[C@@H](C)CN([C@H](C)CO)C(=O)c2cc(NC(=O)NC3CCCCC3)ccc2O1,-1.4
CO[C@H](CN(C)S(=O)(=O)c1ccc(Cl)cc1)[C@H](C)CN(C(=O)Nc1ccccc1F)[C@@H](C)CO,-0.1
CN1C(=O)c2cc(NC(=O)Cc3ccccc3)ccc2OC[C@@H]2O[C@@H](CC(=O)NC3CCC3)CC[C@@H]21,9.8
COc1cccc(C#Cc2cnc3c(c2)C(=O)N([C@H](C)CO)C[C@H](C)[C@@H](CN(C)C(=O)C2CCOCC2)O3)c1,-2.0
C[C@@H]1CCCCO[C@@H](CN(C)S(=O)(=O)c2ccc(F)cc2)[C@H](C)CN([C@H](C)CO)C(=O)c2cc(NC(=O)Nc3cccc4ccccc34)ccc2O1,-3.2
C[C@@H]1CCCCO[C@@H](CN(C)Cc2ccc(C(F)(F)F)cc2)[C@H](C)CN([C@@H](C)CO)C(=O)c2cc(NS(=O)(=O)c3ccc(F)cc3)ccc2O1,-1.0
CC(C)NC(=O)N(C)C[C@H]1Oc2ccc(NS(=O)(=O)c3ccccc3)cc2CC(=O)N([C@H](C)CO)C[C@H]1C,-0.7
C[C@@H]1CN([C@H](C)CO)C(=O)c2cc(/C=C/c3ccccc3)cnc2O[C@@H]1CN(C)C(=O)Cc1cccnc1,-2.4
CC(=O)N1[C@@H]2c3ccc(-c4cccnc4)c(=O)n3C[C@@H]2[C@@H](CO)[C@@H]1C(=O)N1CCc2ccccc2C1,1.5
